High-throughput results (PubChem BioAssay)
p47phox inh: p47phox/p22phox peptide binding inhibitors, primary screen, biochemical, uHTS, NADPH oxidase regulatory subunit. fluorescence polarization, 2 h. inhibition, % at 24.7 µM. AID 1274, 2008. Neutrophil cytosol factor 1 (Homo sapiens), P14598. 0.53% of 220,000 active;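 further: 0% = p47phox with labelled peptide and 100% = labelled peptide alone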
Furin inhibitor: human furin inhibitors, primary screen, biochemical, fluorescence intensity; inhibition, % at 30 µM; P09958; 0.061% of 220,000 active; purified furin, fluorogenic substrate cleavage; in the data active means inhibition above about 25%; further: inactives centre near -15
Rad51 HR inh: human RAD51 strand exchange inhibitors, primary screen, biochemical, fluorescence | hRad51 DNA strand exchange, fluorescence dequenching | inhibition, % at 10 µM | 0.085% of 200,000 active;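 active means inhibition above 40% at the single screening dose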;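 further: 0% = DMSO control wells and 100% = blanks with heterologous ssDNA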
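Test system: preformed human Rad51 ssDNA filaments; also added: Donor/quencher-labelled 47-bp dsDNA substrate; doses: 10 µM final, single point; times: 37 °C 15-min filament assembly, 30-min compound preincubation, 15-min exchange; detection: FRET fluorescence dequenching, excitation 485 nm, emission 520 nm; read-out basis: Fluorescence-based percent inhibition, control- and blank-normalised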
14-3-3 Bad PPI: inhibitors of 14-3-3 zeta/Bad binding, primary screen, biochemical, TR-FRET, bovine 14-3-3 zeta; 14-3-3 protein zeta/delta (Bos taurus), P63103; inhibition, % at 21.7 µM; TR-FRET 14-3-3zeta/Dy647-pBad peptide displacement, 1 h; 0.71% of 220,000 active;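 active means inhibition above about 70%, limit read from the data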;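 further: 0% = full 14-3-3 plus peptide FRET controls and 100% = background without 14-3-3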
Cl transport mod: KCC2 cotransporter modulators, thallium flux, primary screen, cell-based, HEK293 KCC2, FluoZin-2 fluorescence, MLSMR. 2.2% of 190,000 active. AID 1456, 2008. B-score of Tl+ flux slope (higher = more flux/activation; lower = inhibition) at 10 µM. Solute carrier family 12 member 5 (Homo sapiens), Q9H2X9. KCC2 cells, thallium flux FluoZin-2 fluorescence;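 active means thallium flux slope and its plate-corrected score both differing from the plate sample mean at a set confidence after two filtering rounds, in either direction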;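 further: slope of fluorescence scaled to starting intensity during 10 to 20 s after thallium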
KLK5 inh: human KLK5 protease inhibitors, primary screen, biochemical, 1536-well | Kallikrein-5 (Homo sapiens), Q9Y337 | AID 873, 2007 | inhibition, % at 5 µM | recombinant hK5, fluorogenic AMC substrate cleavage | 0.59% of 210,000 active;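 active means inhibition of 40% or more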;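 further: 0% = enzyme controls without compound and 100% = no-enzyme blanks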
Thrombin inh: human alpha-thrombin inhibitors, primary screen, counter-screen for coagulation protease inhibitor project, biochemical, 1536-well, fluorogenic AMC substrate; 0.26% of 220,000 active; Boc-VPR-AMC fluorogenic substrate cleavage; inhibition, % at 5 µM; AID 1046, 2008;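 active means inhibition at or above 40%; inactive means inhibition below 40%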;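 further: 0% = enzyme with no compound and 100% = wells without enzyme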
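Material: human alpha-thrombin enzyme / Medium: pH 7.5 Tris (50 mM) with NaCl 150 mM, Tween 20 0.05% / Compound: single-point dosing at 5 µM, 0.2% DMSO / Incubation: enzyme reaction carried out at room temperature / Detection: AMC fluorescence, 355/460 nm / Read-out basis: percent inhibition scaled between no-compound controls and no-enzyme blanks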
EBV gp42 block: Epstein-Barr virus gp42 inhibitors, primary screen, biochemical, uHTS, fluorescence polarization; inhibition, % (tested at 21.74 µM); Glycoprotein 42 (Epstein-Barr virus (strain AG876)), Q1HVG2; 0.42% of 220,000 active; AID 1085, 2008; Fluorescence polarization binding assay, mP read-out; in the data active means inhibition above about 50%
eIF4E 4G PPI: eIF4E–eIF4G protein interaction inhibitors, primary screen, biochemical, uHTS, TR-FRET, eIF4GI fragment; 0.37% of 220,000 active; inhibition, % at 21.7 µM; TR-FRET eIF4E-eIF4GI(517-606) binding, 2 h; Eukaryotic translation initiation factor 4E (Mus musculus) + Eukaryotic translation …;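 further: 0% = full FRET control wells and 100% = background wells lacking eIF4GI fragment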
Target sequence (P63073 whole entry, looked up, the tested form may be a part): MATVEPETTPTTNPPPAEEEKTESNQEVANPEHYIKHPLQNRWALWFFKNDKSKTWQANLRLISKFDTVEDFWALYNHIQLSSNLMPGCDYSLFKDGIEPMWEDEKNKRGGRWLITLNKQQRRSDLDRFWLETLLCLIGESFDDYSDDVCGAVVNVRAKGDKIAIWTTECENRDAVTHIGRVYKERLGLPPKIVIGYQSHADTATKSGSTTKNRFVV
Target sequence (Q04637 whole entry, looked up, the tested form may be a part): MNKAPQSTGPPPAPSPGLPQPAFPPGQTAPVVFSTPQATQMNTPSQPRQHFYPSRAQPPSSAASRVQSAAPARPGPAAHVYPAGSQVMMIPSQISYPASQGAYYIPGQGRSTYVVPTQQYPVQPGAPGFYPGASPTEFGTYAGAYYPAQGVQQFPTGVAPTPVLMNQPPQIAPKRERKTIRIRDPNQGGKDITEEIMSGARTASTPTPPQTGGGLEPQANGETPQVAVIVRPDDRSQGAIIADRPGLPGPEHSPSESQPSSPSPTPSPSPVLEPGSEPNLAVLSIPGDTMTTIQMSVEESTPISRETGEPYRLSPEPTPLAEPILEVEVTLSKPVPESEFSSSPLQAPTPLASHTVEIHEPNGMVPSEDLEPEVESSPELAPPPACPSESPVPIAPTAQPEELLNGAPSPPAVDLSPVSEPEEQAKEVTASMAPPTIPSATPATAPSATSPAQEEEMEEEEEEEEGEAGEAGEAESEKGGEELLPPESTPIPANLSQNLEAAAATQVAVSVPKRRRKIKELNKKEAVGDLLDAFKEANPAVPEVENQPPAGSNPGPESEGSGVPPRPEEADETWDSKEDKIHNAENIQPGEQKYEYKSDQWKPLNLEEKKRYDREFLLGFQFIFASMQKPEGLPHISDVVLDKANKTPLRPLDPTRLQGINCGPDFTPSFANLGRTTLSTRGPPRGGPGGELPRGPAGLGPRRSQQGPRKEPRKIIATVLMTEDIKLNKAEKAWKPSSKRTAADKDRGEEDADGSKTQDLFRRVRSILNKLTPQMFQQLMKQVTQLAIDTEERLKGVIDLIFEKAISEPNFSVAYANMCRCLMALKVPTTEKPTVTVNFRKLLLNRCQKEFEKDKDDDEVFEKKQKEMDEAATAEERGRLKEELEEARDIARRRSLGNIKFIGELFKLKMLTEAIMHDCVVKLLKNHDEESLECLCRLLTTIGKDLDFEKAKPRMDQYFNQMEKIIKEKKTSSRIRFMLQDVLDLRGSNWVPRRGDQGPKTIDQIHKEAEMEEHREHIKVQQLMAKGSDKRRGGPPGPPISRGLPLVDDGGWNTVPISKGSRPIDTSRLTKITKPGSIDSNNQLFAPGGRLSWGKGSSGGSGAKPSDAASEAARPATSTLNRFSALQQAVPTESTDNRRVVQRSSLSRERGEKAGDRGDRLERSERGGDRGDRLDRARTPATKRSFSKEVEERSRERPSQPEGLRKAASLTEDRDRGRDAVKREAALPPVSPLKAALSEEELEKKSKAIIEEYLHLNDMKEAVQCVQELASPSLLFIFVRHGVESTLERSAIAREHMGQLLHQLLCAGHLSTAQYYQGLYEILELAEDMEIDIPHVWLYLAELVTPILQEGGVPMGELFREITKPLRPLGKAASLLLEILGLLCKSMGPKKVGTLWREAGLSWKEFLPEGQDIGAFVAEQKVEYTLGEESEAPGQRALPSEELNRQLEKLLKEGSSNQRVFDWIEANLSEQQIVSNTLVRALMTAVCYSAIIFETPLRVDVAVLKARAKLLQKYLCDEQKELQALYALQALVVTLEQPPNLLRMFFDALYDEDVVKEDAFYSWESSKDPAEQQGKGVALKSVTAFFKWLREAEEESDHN
An asterisk follows results filed as active; x = not tested or not shown; [ ] = remark or other dose.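 How the source made its calls, unless noted: active means inhibition above about 30% (limit read from the data); inactive means the rest.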 No enrichment for hits (roughly 4.7% active in at least one column).

mol | p47phox inh | Furin inhibitor | Rad51 HR inh | 14-3-3 Bad PPI | Cl transport mod | KLK5 inh | Thrombin inh | EBV gp42 block | eIF4E 4G PPI
Cc1cccc(C)c1NC(=O)C1CC(=O)N(C(C)C)C1 (centres undefined) | -7.9 | -28.5 | -4.2 | 1.6 | -0.0865 | 1.5 | 0.7 | -26.7 | -2.3
O=C(c1ccc(Cl)cc1)c1cnc(-c2ccc(Cl)cc2)s1 | -2.3 | -10.4[20 µM] | -5.1 | -1.0 | 0.256 | 3.3 | 4.6 | -5.1 | 9.7
CC(C(=O)NCC1CCCCC1)N1CCN(S(=O)(=O)/C=C/c2ccccc2)CC1 (centres undefined) | -3.5 | -8.1 | -2.4 | -2.3 | -2.3 | -19.1 | -1.7 | -5.6 | -2.0
O=C(NC(=S)Nc1ccccc1N1CCCC1)c1cccc(F)c1 | -8.7 | 3.5 | 0.8 | -11.4 | 39.4* | -7.7 | -2.0 | 8.1 | -1.7
O=C(CSc1ccc(-c2cccc([N+](=O)[O-])c2)nn1)N1CCCC1 | -10.8 | -31.4 | 4.6 | -3.2 | -0.252 | -1.8 | -4.8 | -4.7 | 2.4
CC1(C(=O)O)CCC(C(=O)Nc2ccc3ccccc3c2)C1(C)C (centres undefined) | 2.2 | -13.9[20 µM] | 0.3 | 3.9[fluorescence artefact?] | x | -25.6 | -12.3 | -16.9 | 5.0
CSCC[C@H](Nc1ncnc2sc(C)c(C)c12)C(=O)O | -2.2 | -2.0[20 µM] | 0.5 | 1.6[fluorescence artefact?] | -0.14 | -2.8 | -26.2 | -14.7 | 1.9[fluorescence artefact?]
CC1(C)Cc2ccccc2C(CSc2ccccc2C(=O)O)=N1 | 7.5 | -17.9 | -0.6 | 0.4 | 0.694 | -2.2 | -4.8 | 0.2 | -0.1
CCOC(=O)c1cnn(-c2ncnc3sc(CC)cc23)c1N | -20.2 | -18.2[20 µM] | -12.1 | -10.0 | 0.717 | -22.6 | 0.9 | -19.8 | 3.2
CSc1nc(C2CC2)cc(-c2cccs2)c1C#N | 1.5 | -9.2 | -7.1 | 15.0[fluorescence artefact?] | -0.0936 | -2.6 | 2.1 | -1.0 | 1.4
CC(=O)/C(=C/N(C)C)Sc1ccc(C)cc1 | -17.0 | -34.5[20 µM] | -16.5 | -5.7 | -0.0433 | -15.9 | 0.5 | -16.5 | 0.1
CC(=O)Nc1ccc(S(=O)(=O)Nc2nc3ccccc3nc2N2CCCCCC2)cc1 | -7.9 | -8.1[20 µM] | 2.6 | 31.9 | 1.61 | 13.3 | 4.3 | -12.5 | 6.0
CC(C)N1C(=O)CC(Nc2cccc3cccc(N)c23)C1=O (centres undefined) | 20.1 | -21.0 | x | -14.5 | x | 6.2 | 3.6 | 5.1 | 4.7
CCOc1ccc(/C=N/n2cnnc2)cc1 | -1.0 | -22.4[20 µM] | -2.6 | 2.3 | -0.0993 | -31.0 | -9.7 | 0.4 | 1.9
CCOC(=O)COc1ccc(/C=C2\NC(=S)N(CC)C2=O)cc1 | -5.5 | 9.8 | 10.4 | -5.6 | -6.18* | -13.7 | 3.3 | -21.0 | 0.8[fluorescence artefact?]
O=C(N/N=C/C=C/c1ccccc1)c1cc(C2CC2)[nH]n1 | -6.2 | -14.7 | 16.2 | 3.7 | -0.806 | 3.9 | 2.9 | -12.4 | 0.8
Cc1cc(C)c(NC(=O)Cn2nnc(C(=O)NCc3ccco3)c2N)c(C)c1 | -5.4 | -25.6 | 1.8 | 2.7 | 0.336 | 0.9 | -4.2 | -14.4 | 0.6
O=C(CSc1nnc(NC(=O)CN2CCOCC2)s1)Nc1ccccc1 | -29.9 | -28.6 | -0.8 | -0.5 | 0.914 | -6.2 | 2.4 | -11.2 | -3.0
CCn1c(/C=C/c2cccc([N+](=O)[O-])c2)nc2ccccc2c1=O | -9.2 | -4.3 | 1.8 | -13.0 | x | -13.7 | 0.0 | -14.3 | 0.8
CCCCOC1(c2ccccc2)OC(=O)c2ccccc21 (centres undefined) | -4.9 | -16.5[20 µM] | x | 3.2 | -0.185 | -5.2 | 0.6 | 12.9 | 2.2
Cc1ccc(Cl)cc1N1CCN(CC(=O)Nc2ccc3[nH]c(=O)[nH]c3c2)CC1 | -21.1 | -47.7[20 µM] | -3.5 | 6.1[fluorescence artefact?] | -0.421 | -3.6 | -4.7 | -2.1 | -15.2[fluorescence artefact?]
Cc1c(C(=O)NCc2cccs2)oc2ccc(Br)cc12 | -15.9 | -12.5[20 µM] | -0.2 | 1.6[fluorescence artefact?] | 0.101 | 4.8 | -7.5 | -7.6 | -11.8
O=C(c1ccc(Cl)cc1)N1CCC(O)(CSc2ccccc2)CC1 | 1.1 | -4.7[20 µM] | -10.9 | -2.3 | 0.173 | -24.6 | -2.0 | -4.2 | -8.9
CCOc1ccc(S(=O)(=O)N(C)c2ccc(OCC(=O)Nc3nccs3)cc2)cc1 | -27.4 | -10.8 | 4.6 | -13.3 | 0.0319 | 0.5 | -9.0 | -20.0 | -1.5
C/C(=C1/SC(=S)N(CCC(=O)O)C1=O)c1ccc(O)cc1 | -50.9 | -23.6[20 µM] | -4.7 | -5.0 | 4.73 | 0.7 | -6.8 | -16.0 | 2.9

Entries of single compounds as entered above. Order of screens: p47phox inh | Furin inhibitor | Rad51 HR inh | 14-3-3 Bad PPI | Cl transport mod | KLK5 inh | Thrombin inh | EBV gp42 block | eIF4E 4G PPI
Entry for Cc1c(C(=O)NCc2cccs2)oc2ccc(Br)cc12 : -15.9 | -12.5[20 µM] | -0.2 | 1.6[fluorescence artefact?] | 0.101 | 4.8 | -7.5 | -7.6 | -11.8
Entry for Cc1ccc(Cl)cc1N1CCN(CC(=O)Nc2ccc3[nH]c(=O)[nH]c3c2)CC1 : -21.1 | -47.7[20 µM] | -3.5 | 6.1[fluorescence artefact?] | -0.421 | -3.6 | -4.7 | -2.1 | -15.2[fluorescence artefact?]
Entry for O=C(c1ccc(Cl)cc1)c1cnc(-c2ccc(Cl)cc2)s1 : -2.3 | -10.4[20 µM] | -5.1 | -1.0 | 0.256 | 3.3 | 4.6 | -5.1 | 9.7
Entry for CCOc1ccc(S(=O)(=O)N(C)c2ccc(OCC(=O)Nc3nccs3)cc2)cc1 : -27.4 | -10.8 | 4.6 | -13.3 | 0.0319 | 0.5 | -9.0 | -20.0 | -1.5
Entry for O=C(c1ccc(Cl)cc1)N1CCC(O)(CSc2ccccc2)CC1 : 1.1 | -4.7[20 µM] | -10.9 | -2.3 | 0.173 | -24.6 | -2.0 | -4.2 | -8.9

Back to the main list, starting 2 compounds before the break.
mol | p47phox inh | Furin inhibitor | Rad51 HR inh | 14-3-3 Bad PPI | Cl transport mod | KLK5 inh | Thrombin inh | EBV gp42 block | eIF4E 4G PPI
CCOc1ccc(S(=O)(=O)N(C)c2ccc(OCC(=O)Nc3nccs3)cc2)cc1 | -27.4 | -10.8 | 4.6 | -13.3 | 0.0319 | 0.5 | -9.0 | -20.0 | -1.5
C/C(=C1/SC(=S)N(CCC(=O)O)C1=O)c1ccc(O)cc1 | -50.9 | -23.6[20 µM] | -4.7 | -5.0 | 4.73 | 0.7 | -6.8 | -16.0 | 2.9
O=C(Nc1ccccc1)Nc1ncc([N+](=O)[O-])s1 | -6.8 | -15.7 | 4.1 | 1.3 | -1.39 | -2.1 | x | -15.2 | -2.3
c1cc2c3c(cccc3c1)C(N1CCCCCC1)=N2 | -12.9 | -7.4[20 µM] | x | 4.5[fluorescence artefact?] | -0.015 | -2.3 | 3.8 | -13.0 | -2.4[fluorescence artefact?]
C=CCn1c(SCC(=O)OCc2ccccc2)nc2c1c(=O)n(C)c(=O)n2C | 4.2 | -24.6 | -3.8 | -20.8 | -0.558 | 8.0 | -5.5 | -6.5 | 8.2
CCOc1cc(/C=N/NC(=O)COc2nc(C)cc(COC)c2C#N)ccc1O | -1.6 | -18.7 | -7.5 | -10.6 | -0.316 | -3.4 | -4.2 | -18.1 | 5.8
COc1ccc(C(=O)C2CCCN(C(=O)c3ccccc3C(C)=O)C2)cc1F (centres undefined) | -12.8 | -38.5 | x | -2.6 | -1.36 | x | -6.3 | 1.7 | 1.6
